GAA inh = blocks human lysosomal alpha-glucosidase; Potency, µM (highest dose often 76.9 µM), inactives show top-dose activity change, negative = inhibition, usual class: inhibitors; purified human GAA, 4-MU-alpha-glucoside fluorescence; 0.005% of 200,000 active;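 further: potency means the concentration at half of the fitted maximal effect; plate controls were uninhibited enzyme wells for no effect and no-enzyme background for full effect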
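Fluorescence at Ex 365/Em 440 nm from 4-methylumbelliferone reported enzyme activity after 20 min at room temperature. Reactions used 4 nM enzyme and 400 uM substrate at pH 5.0; curves fitted with the Hill equation.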
Lamin A splicing = changes lamin A minigene splicing in HeLa cells; AID 1487; HeLa LMNA splicing GFP/RFP minigene ratio, 48 h; Potency, µM (highest dose often 46.1 µM), for the others: at the highest dose ratio change, negative = inhibition, most hits filed as inhibitors; 0.01% of 200,000 active; active means well fitted inhibition curve with a large enough effect in the signal ratio, with a control signal flat, not every such curve was filed as active; inconclusive means small, poorly fitted or top-dose-only effect, or effect the other way, or a change in a side signal; the % refers to the signal ratio; further: potency means the concentration at half of the fitted maximal effect; on the % scale 0 is the no-effect control and ±100 the full control effect
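S3 HeLa cells stably expressing lamin A-EGFP splicing minigene plus DsRed2, 600 cells/well, 48 h compound exposure at 37C. Laser-scanning cytometry; analysed as GFP (500-530 nm)/RFP (575-640 nm) total intensity ratio; 0.5% DMSO vehicle.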
GAA glycogen = alters human alpha-glucosidase cleavage of glycogen; 0.38% of 300,000 active; P10253; recombinant GAA, glycogen substrate, Amplex Red glucose oxidase fluorescence; Potency, µM (titrated, usually from 76.4 µM), for inactives: top-dose activity change, negative = inhibition, actives largely listed as inhibitors;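 further: potency means the concentration at half of the fitted maximal effect; 0% = full enzyme reaction and -100% = no-enzyme basal signal; the screen sought inhibitors and activators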
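Recombinant human enzyme (4 nM); glycogen substrate; 37 C, 40 min, pH 5.0. Readout: coupled glucose oxidase/Amplex Red fluorescence.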
GAA spleen mod = lysosomal alpha-glucosidase (human) modulation; human spleen homogenate, 4-MU-alpha-glucoside fluorescence; 0.006% of 240,000 active; AID 2112; Potency, µM (doses to about 79.9 µM), inactives show top-dose activity change, negative = inhibition, actives largely listed as inhibitors;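 further: potency means the concentration at half of the fitted maximal effect; 0% = enzyme with vehicle and -100% = no enzyme basal signal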
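Human spleen homogenate (1 ug) incubated with compounds and 1 mM 4-methylumbelliferyl-alpha-D-glucopyranoside in pH 5.0 citrate/phosphate buffer, 37 C, 40 min. Stopped at pH 10; 4-MU fluorescence (Ex 365/Em 440 nm); AC50 by Hill fit.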
HTT ATP protect = Huntington cell model cytoprotection by ATP luminescence; PC12 HTT-Q103 induced, cytoprotection, ATP luminescence, 40 h; Potency, µM (titrated, usually from 56.4 µM), without a hit: cytoprotection (ATP increase), actives largely listed as activators; 0.14% of 230,000 active;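 further: potency means the concentration at half of the fitted maximal effect; % of control where 0% means no effect; nearly all actives have a fitted effect of over 45% in size; toxic huntingtin expression switched on by the ecdysone agonist tebufenozide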
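PC12 cells with ecdysone-inducible HTT exon 1 Q103-GFP, induced with 100 nM tebufenozide and co-treated with library compounds in a dose series (1536-well, 1500 cells/well). Cytoprotection read as ATP content by ATPlite luminescence.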
CBFb RUNX1 block = inhibitors of human CBF-beta and RUNX1 interaction; AlphaScreen CBFb-His/RUNX1-biotin binding, biochemical; Q01196+Q13951; 230,000 tested, under 10 active; Potency, µM (top dose mostly 59.8 µM), for the others: at the highest dose activity, negative = inhibition, usual class: inhibitors; further: % of control where 0% means no effect
Target sequence (Q01196 whole entry, looked up): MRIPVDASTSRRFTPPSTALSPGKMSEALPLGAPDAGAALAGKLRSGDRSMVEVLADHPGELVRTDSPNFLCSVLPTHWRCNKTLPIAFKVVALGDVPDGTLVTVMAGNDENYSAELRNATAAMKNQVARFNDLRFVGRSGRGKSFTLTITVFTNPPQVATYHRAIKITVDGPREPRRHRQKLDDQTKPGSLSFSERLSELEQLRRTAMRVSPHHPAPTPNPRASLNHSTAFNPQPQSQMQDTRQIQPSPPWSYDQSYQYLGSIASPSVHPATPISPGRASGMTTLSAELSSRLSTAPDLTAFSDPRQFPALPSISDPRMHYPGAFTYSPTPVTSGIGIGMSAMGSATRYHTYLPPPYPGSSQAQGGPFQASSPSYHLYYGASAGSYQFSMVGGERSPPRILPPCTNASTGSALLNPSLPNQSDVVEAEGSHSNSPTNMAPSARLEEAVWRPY
Target sequence (Q13951 whole entry, looked up): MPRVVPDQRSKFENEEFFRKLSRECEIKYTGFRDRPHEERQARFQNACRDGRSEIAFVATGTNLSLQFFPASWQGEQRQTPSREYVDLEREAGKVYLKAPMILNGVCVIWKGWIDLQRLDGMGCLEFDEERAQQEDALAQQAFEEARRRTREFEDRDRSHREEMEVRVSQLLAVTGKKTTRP
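Interaction loss through any mechanism counts as activity. Pre-formed complex of His-CBF-beta and biotin-RUNX1 (30 nM apiece) is incubated with compound 15 min, then with 50 ng nickel and 50 ng streptavidin beads for 90 min before AlphaScreen detection.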
HttQ103 aggreg = mutant huntingtin aggregation inhibition | PC12 HttQ103-GFP aggregates, Acumen cytometry, 40 h | Potency, µM (highest dose often 46.1 µM), for inactives: at the top dose activity change, negative = inhibition, usual class: inhibitors | 1.1% of 220,000 active | AID 1688; further: potency means the concentration at half of the fitted maximal effect; on the % scale 0 is the no-effect control and ±100 the full control effect; nearly all actives have a fitted effect of over 60% in size
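PC12 cells stably carrying ecdysone-inducible HTT exon 1 Q103–GFP were induced with tebufenozide (100 nM final) and treated with library compounds in titration. GFP aggregates in lysates were counted by laser scanning cytometry.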
* = called active by the depositor; ? = inconclusive; . = not tested or not shown; [ ] = remark or other dose. Unless noted, the call rests on the fitted dose curve; in most records, active means well fitted curve in the direction sought with a large enough effect; inconclusive means small, poorly fitted or top-dose-only effect, or another doubt; inactive means no such curve, though single readings can be large; an effect the other way counts as inactive or inconclusive.

SMILES	GAA inh	Lamin A splicing	GAA glycogen	GAA spleen mod	HTT ATP protect	CBFb RUNX1 block	HttQ103 aggreg
O=S(=O)(c1ccccc1)c1nc(-c2ccccc2F)oc1NCc1cccnc1	?	5%[46 µM]	-13%	-11%	-25%	-12%	1%[9.22 µM]
CCOc1cc([C@H]2[C@@H]3CCCC[C@]3(O)CCN2CC(=O)NCc2ccco2)ccc1O	-8%	8%	-17%	-1%	-33%	-4%	-5%
O=C(NCC1CCCN(C(=O)CN2CCCCC2)C1)c1ccccc1Cl (centres undefined)	.	.	-4%	-3%	1%[10 µM]	3%	3%[9.22 µM]
COc1ccc(/C(C)=N/Nc2ccc(C(=O)O)cc2)c(OC)c1	2%	3%	5%	1%	-2%[10 µM]	-10%	21%
COc1cc(/C=C/C(=O)O)cc(S(=O)(=O)Nc2ccc(F)cc2)c1OC	-1%	2%	5%	2%	-5%[10 µM]	-2%	-16%
CC1CN(CC(O)COc2ccc(C(=O)c3ccccc3)cc2)CC(C)O1 (centres undefined)	-4%	-3%	22%	3%	-14%	1%	-1%
O=C(CN(c1ccc2c(c1)OCCO2)S(=O)(=O)c1ccccc1)NCC1CCCO1 (centres undefined)	-3%	4%	12%	-1%	3%	3%	-1%
O=C(COc1ccc(Cl)cc1)NCc1nnc(SCC(=O)NC2CCCCC2)o1	-4%	?	4%	0%	18%	-2%	17%
Cc1nc(-c2ccc(C(=O)Nc3cccc(Br)c3)cc2)cs1	-3%	24%[46 µM]	-6%	-3%	-157%[inhibitor]	?	-14%
CN(C)S(=O)(=O)c1cccc(NC(=S)N/N=C/c2cccc(O)c2)c1	6%	-28%[46 µM]	-18%	-14%	-13%	-8%	-6%
O=C(CCC1CCCCC1)Nc1ccc(C(=O)c2ccncc2)cc1	-4%	-23%[46 µM]	-15%	3%	.	-2%	-30%
Nc1c(C(=O)N/N=C/c2cccnc2)oc2nc(-c3ccccc3)cc(-c3ccco3)c12	.	.	-6%	-3%	5%[10 µM]	-16%	-1%[9.22 µM]
COc1cc(/C=C(/NC(=O)c2ccccc2)C(=O)Nc2ccc(O)cc2)c([N+](=O)[O-])cc1OC	3%	-11%	5%	2%	-13%[10 µM]	2%	?
Nc1ccc2c(C(F)(F)F)cc(=O)oc2c1	?	11%	7%	1%	-29%[0.074 µM]	8%	-29%
Cc1ccc(Nc2nc(N)[nH]c(=O)c2N=O)cc1	.	.	2%	-2%	-12%[10 µM]	-11%	8%[9.22 µM]
C/C(=N\NC(=O)c1cc([N+](=O)[O-])cc([N+](=O)[O-])c1)c1ccco1	-6%	.	?	-1%	-35%	2%	-16%
COc1ccc([N+](=O)[O-])cc1NC(=O)CS(=O)(=O)c1ccc(C)cc1	9%	?	4%	4%	-40%[10 µM]	-5%	-16%
S=C(Nc1ccccc1)Nc1ccccc1C#Cc1ccccc1	.	.	.	1%	-60%[inhibitor]	-1%	.
Cc1onc(-c2c(Cl)cccc2Cl)c1C(=O)Nc1ccc(N2CCOCC2)cc1	.	.	3%	3%	36%[10 µM]	0%	35%[9.22 µM]
Cc1cccc(-n2c(SCC(=O)N3CCCC3)nnc2-c2ccccn2)c1C	-5%	6%	3%	-25%	-5%	0%	6%

Rewritten with bars between the fields: part of the list above
mol | GAA inh | Lamin A splicing | GAA glycogen | GAA spleen mod | HTT ATP protect | CBFb RUNX1 block | HttQ103 aggreg
COc1cc(/C=C/C(=O)O)cc(S(=O)(=O)Nc2ccc(F)cc2)c1OC | -1% | 2% | 5% | 2% | -5%[10 µM] | -2% | -16%
CC1CN(CC(O)COc2ccc(C(=O)c3ccccc3)cc2)CC(C)O1 (centres undefined) | -4% | -3% | 22% | 3% | -14% | 1% | -1%
O=C(CN(c1ccc2c(c1)OCCO2)S(=O)(=O)c1ccccc1)NCC1CCCO1 (centres undefined) | -3% | 4% | 12% | -1% | 3% | 3% | -1%
O=C(COc1ccc(Cl)cc1)NCc1nnc(SCC(=O)NC2CCCCC2)o1 | -4% | ? | 4% | 0% | 18% | -2% | 17%
Cc1nc(-c2ccc(C(=O)Nc3cccc(Br)c3)cc2)cs1 | -3% | 24%[46 µM] | -6% | -3% | -157%[inhibitor] | ? | -14%
CN(C)S(=O)(=O)c1cccc(NC(=S)N/N=C/c2cccc(O)c2)c1 | 6% | -28%[46 µM] | -18% | -14% | -13% | -8% | -6%
O=C(CCC1CCCCC1)Nc1ccc(C(=O)c2ccncc2)cc1 | -4% | -23%[46 µM] | -15% | 3% | . | -2% | -30%
Nc1c(C(=O)N/N=C/c2cccnc2)oc2nc(-c3ccccc3)cc(-c3ccco3)c12 | . | . | -6% | -3% | 5%[10 µM] | -16% | -1%[9.22 µM]
COc1cc(/C=C(/NC(=O)c2ccccc2)C(=O)Nc2ccc(O)cc2)c([N+](=O)[O-])cc1OC | 3% | -11% | 5% | 2% | -13%[10 µM] | 2% | ?
Nc1ccc2c(C(F)(F)F)cc(=O)oc2c1 | ? | 11% | 7% | 1% | -29%[0.074 µM] | 8% | -29%
Cc1ccc(Nc2nc(N)[nH]c(=O)c2N=O)cc1 | . | . | 2% | -2% | -12%[10 µM] | -11% | 8%[9.22 µM]
C/C(=N\NC(=O)c1cc([N+](=O)[O-])cc([N+](=O)[O-])c1)c1ccco1 | -6% | . | ? | -1% | -35% | 2% | -16%
COc1ccc([N+](=O)[O-])cc1NC(=O)CS(=O)(=O)c1ccc(C)cc1 | 9% | ? | 4% | 4% | -40%[10 µM] | -5% | -16%
S=C(Nc1ccccc1)Nc1ccccc1C#Cc1ccccc1 | . | . | . | 1% | -60%[inhibitor] | -1% | .
Cc1onc(-c2c(Cl)cccc2Cl)c1C(=O)Nc1ccc(N2CCOCC2)cc1 | . | . | 3% | 3% | 36%[10 µM] | 0% | 35%[9.22 µM]
Cc1cccc(-n2c(SCC(=O)N3CCCC3)nnc2-c2ccccn2)c1C | -5% | 6% | 3% | -25% | -5% | 0% | 6%

Further entries
SMILES	GAA inh	Lamin A splicing	GAA glycogen	GAA spleen mod	HTT ATP protect	CBFb RUNX1 block	HttQ103 aggreg
CCCCCCc1ccc(-c2ncc(N)cn2)cc1	?	12%	-9%	-22%	-17%	-2%	18%
Cc1cccc(C(=O)N2CC3(C)CC2CC(C)(C)C3)c1 (centres undefined)	4%	?	-1%	-8%	18%[0.074 µM]	-1%	-1%
CC1CCN(S(=O)(=O)c2ccc3c(c2)CCN3C(=O)CCC(=O)O)CC1	-3%	-7%	7%	-8%	-5%	2%	-22%
CC(=O)N1CCCc2cc(S(=O)(=O)NC(C(=O)NCc3ccc(C)cc3)C(C)C)ccc21 (centres undefined)	-14%	6%	4%	-5%	-14%	7%	10%
C=CCN=C1SCC(=O)N1S(=O)(=O)c1ccccc1	-1%	7%	-1%	-1%	4%	-4%	4%
CCCNc1sc(S(=O)(=O)CCC)nc1S(=O)(=O)c1ccc(C)cc1	-9%	.	23%	0%	.	13%	4%
CCc1nnc(NC(=O)c2cccc(S(=O)(=O)N3CCN(c4ccccc4)CC3)c2)s1	-16%	-4%	-1%	1%	-12%	-8%	-6%
CC(C)C1=NN2C(=N)CC(=O)N=C2S1	10%	4%	8%	3%	-41%[inhibitor]	0%	18%
CN(c1ccccc1)S(=O)(=O)c1ccc(Cl)c(C(=O)OCC(=O)NCc2ccco2)c1	.	.	3%	8%	-24%[10 µM]	?	-26%[9.22 µM]
COc1cc(C2NC(=O)NC3=C2C(=O)OC3)cc(OC)c1OC (centres undefined)	.	.	-2%	10%	19%[10 µM]	14%	-19%[9.22 µM]
COc1cc(/C=C(/C#N)c2nc3ccccc3[nH]2)ccc1OCC(=O)Nc1ccccc1C(C)C	7%	?	-4%	-1%	-26%	1%	13%
O=C(Cn1c(C2CC2)nc2ccccc2c1=O)Nc1ccc(Br)cc1	1%	-8%	7%	9%	-4%[10 µM]	5%	-8%
CCCCn1c(=O)c(C(=O)N/N=C/c2ccc(F)cc2)c(O)c2ccccc21	11%	.	9%	0%	?	0%	?
Cc1ccc(CNC(=O)CSc2nc3ccccc3c(=O)n2CCCO)cc1	?	-9%	7%	0%	1%[10 µM]	2%	14%
Cc1ccc2[nH]c(=O)c(CN(CCc3ccccc3)Cc3nnnn3CC3CCCO3)cc2c1 (centres undefined)	-13%	-2%	-6%	0%	5%[10 µM]	-2%	-7%
Cc1onc(-c2ccccc2Cl)c1C(=O)NCc1ccc(S(N)(=O)=O)cc1	-1%	-8%	11%	2%	2%	2%	-5%
CC(C)N(c1ccccc1)c1ccc(NC(=O)COC(=O)CCN2C(=O)c3cccc([N+](=O)[O-])c3C2=O)cc1	-11%	-4%	-9%	-19%	21%[1.9 µM]	-15%	5%
CC(=O)Nc1ccc(CN2CCN(Cc3ccc(C)cc3)C(CCO)C2)cc1 (centres undefined)	-3%	-9%[46 µM]	2%	4%	3%[10 µM]	9%	17%[9.22 µM]
CCCCCCn1c(SCC(=O)OC)nc2c1c(=O)[nH]c(=O)n2C	2%	-3%	-1%	1%	-16%[10 µM]	9%	9%
Cc1ccc(-c2nnn(CC(=O)N3CCCCC3)n2)c(-n2cnnn2)c1	3%	-1%	-6%	-8%	22%[10 µM]	18%	8%
COc1cccc(/C(O)=C2/C(=O)C(=O)N(c3ccccn3)C2c2ccc(OC)c(OC)c2)c1 (centres undefined)	-2%	2%	1%	-12%	19%	-4%	0%
CCCCOC(=O)Nc1nc2ccccc2s1	7%	2%	0%	0%	-8%	1%	-7%
CN(CC(=O)NC(=O)NCc1ccco1)Cc1nc2ccccc2c(=O)[nH]1	-7%	11%	9%	-1%	-13%[10 µM]	?	6%[9.22 µM]
CCC(C)NS(=O)(=O)c1ccc(OCC(=O)N2CCCCC2)cc1 (centres undefined)	-2%	5%	0%	-1%	9%	0%	10%
NC(=O)c1cc2cc(Br)ccc2oc1=NCc1ccccc1	-3%	-6%	-4%	-7%	5%	0%	7%
Cn1cccc1-c1cc(C(=O)N/N=C/C=C/c2ccccc2)[nH]n1	1%	-16%[46 µM]	-2%	-4%	18%[10 µM]	-21%	-2%
O=C(Nc1cccc(S(=O)(=O)N2CCOCC2)c1)c1ccccn1	.	.	0%	3%	2%[10 µM]	0%	13%[9.22 µM]

From PubChem BioAssay
